Screening results: PubChem, several laboratories
DUSP3 inh – blocks human VHR1 dual specificity phosphatase; AID 1654; actives 0.52% (n = 290,000); recombinant VHR phosphatase, pNPP absorbance; inhibition, % at 13.3 µM; P51452; in the data active means inhibition above about 50%; further: some compounds called inactive have numbers as strong as hits
Target sequence (P51452 whole entry, looked up): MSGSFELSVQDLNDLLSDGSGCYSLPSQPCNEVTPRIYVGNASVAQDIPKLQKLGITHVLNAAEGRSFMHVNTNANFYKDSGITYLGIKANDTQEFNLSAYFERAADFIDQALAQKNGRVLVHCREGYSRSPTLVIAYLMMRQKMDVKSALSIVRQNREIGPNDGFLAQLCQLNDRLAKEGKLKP
BoNT F protease – inhibitors of Botulinum neurotoxin F light chain protease. inhibition, % at 10 µM. actives 0.22% (n = 360,000). Multiplex microsphere protease cleavage assay, flow cytometry. AID 588497; in the data active means inhibition above about 35%, passing the limit was not always enough; inconclusive means no clear call, values can overlap the other calls; further: plate controls were buffer without enzyme for full effect and enzyme alone for no effect
CCHF vOTU inh – blocks the CCHF virus ovarian tumor domain protease | CCHFV vOTU protease, Pep-AMC fluorescence | inhibition, % at 11.5 µM | actives 0.55% (n = 370,000); in the data active means inhibition above about 30%; further: 0% = vehicle wells with enzyme and 100% = no enzyme wells
BoNT A protease – inhibitors of Botulinum neurotoxin A light chain protease; multiplex microsphere protease substrate cleavage, flow cytometry; inhibition, % at 10 µM; actives 0.17% (n = 360,000); further: plate controls were buffer without enzyme for full effect and enzyme alone for no effect
Rv3671c inh – inhibitors of M. tuberculosis serine protease Rv3671c; P9WHR9; inhibition, % at 5.96 µM; actives 0.048% (n = 320,000); AID 2606; in the data active means inhibition above about 38%;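 further: extracellular domain of Rv3671c used as enzyme; 0% = enzyme with DMSO and 100% = no enzyme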
Target sequence (P9WHR9 whole entry, looked up, the tested form may be a part): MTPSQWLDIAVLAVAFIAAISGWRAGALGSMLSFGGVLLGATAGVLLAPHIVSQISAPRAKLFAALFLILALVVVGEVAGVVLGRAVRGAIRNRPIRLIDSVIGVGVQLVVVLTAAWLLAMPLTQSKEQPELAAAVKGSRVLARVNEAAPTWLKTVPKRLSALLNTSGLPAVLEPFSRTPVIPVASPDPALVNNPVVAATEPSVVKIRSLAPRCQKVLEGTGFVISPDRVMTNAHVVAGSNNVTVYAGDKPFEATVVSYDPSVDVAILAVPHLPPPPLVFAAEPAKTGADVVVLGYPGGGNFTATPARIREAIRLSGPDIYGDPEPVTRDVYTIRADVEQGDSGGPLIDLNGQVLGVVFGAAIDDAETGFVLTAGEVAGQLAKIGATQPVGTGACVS
SARS 3CLpro inh – SARS-CoV 3CLpro protease inhibition. P0C6X7. recombinant SARS-CoV 3CLpro, quenched FRET peptide cleavage. inhibition, % at 6 µM. actives 0.14% (n = 290,000); in the data active means inhibition above about 12%
PrPC surface inh – cell surface PrPC inhibition, primary TR-FRET screen; P04156; TR-FRET read-out; inhibition, % at 13.8 µM; actives 0.43% (n = 370,000); in the data active means inhibition above about 24%; further: 0% = median of the test wells and 100% = reference compound wells
MazF activator – activators of E. coli MazEF toxin-antitoxin RNase; actives 0.32% (n = 350,000); activation, % at 20 µM; AID 504720; FAM/BHQ RNA-DNA oligo cleavage fluorescence, 5 h; P0AE70; in the data active means activation above about 50%
Target sequence (P0AE70 whole entry, looked up): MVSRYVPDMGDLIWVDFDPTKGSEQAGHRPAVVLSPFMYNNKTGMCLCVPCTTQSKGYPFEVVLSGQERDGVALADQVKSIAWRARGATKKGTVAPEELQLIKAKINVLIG
Anthrax LF inh2 – inhibitors of Bacillus anthracis lethal factor protease. P15917. multiplex microsphere protease cleavage assay, LF. inhibition, % at 10 µM. actives 0.12% (n = 360,000); further: plate controls were buffer without enzyme for full effect and enzyme alone for no effect
PriA SSB inh – inhibitors of Klebsiella pneumoniae PriA binding to SSB C-terminal tail; actives 0.6% (n = 430,000); inhibition, % at 33 µM; AID 1272365; AlphaScreen SSBct-PriA binding, biotinylated peptide; in the data active means inhibition mostly above about 37%, no sharp cut-off; inactive means mostly below about 20%;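 further: plate controls were negative control peptide for no effect and reference peptide for full effect; strong numbers were not always called active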
Starred values were filed as active, the others as inactive; ? = inconclusive; . = no result given; & = joins results of further samples. Unless noted, no stated cut-off is given here; in the data, active means inhibition above about 30%; inconclusive means no clear call, values can overlap the other calls; inactive means below that. Only part of the results is shown; the hit share may differ from the screen's.

SMILES	DUSP3 inh	BoNT F protease	CCHF vOTU inh	BoNT A protease	Rv3671c inh	SARS 3CLpro inh	PrPC surface inh	MazF activator	Anthrax LF inh2	PriA SSB inh
O=C(O)c1ccc(CSc2nc3c(c(=O)[nH]2)CCC3)cc1	.	-1.4	7.6	-0.3	.	.	-3.0	.	-4.1	.
CCOC(=O)c1c(NC(=O)CC(C)C)sc(C(C)=O)c1C	26.7	3.4	6.9	-0.4	-10.5	1.1	5.1	-4.4	-14.5	-14.8
Cc1cc(C)c2c3c(sc2n1)C(=O)N(C)CC(=O)N3	11.3	-3.8	-7.7	0.4	3.6	0.0	1.4	9.1	-3.2	-16.2
CN1CCN(S(=O)(=O)c2cccc(C(=O)N(Cc3nnc(-c4ccccc4Cl)o3)C3CC3)c2)CC1	12.5	4.6	-1.2	-0.9	-1.6	-2.3	-4.7	5.9	0.6	-1.0
Cc1c(C=Nc2ccc(S(=O)(=O)N(C)C)cc2)c(O)[nH]c(=O)c1C#N	.	-33.0	11.2	-1.6	-2.2	.	6.8	11.6	-12.1	0.8
Cc1ccc(Cn2c(C3CCCN3c3nc(C)cs3)nc3cc(C(F)(F)F)ccc32)cc1 (centres undefined)	28.3	-3.9	.	-0.7	-3.7	0.6	.	-4.5	-4.5	12.7
CCCOc1ccc(NC(=O)C2CCCNC2=O)cc1 (centres undefined)	-11.1	-5.5	-7.3	-0.4	4.1	1.1	-2.2	8.7	-1.0	-15.9
COc1cc(CN2CCCCCC2)c([N+](=O)[O-])cc1OC	9.4	?	8.6	-5.4	2.1	-4.9	-6.7	5.2	-14.0	-13.4
Cc1cc(C)cc(-n2c(C)cc(/C=N/NC(=O)CN(c3c(C)cccc3C)S(C)(=O)=O)c2C)c1	-12.2	-12.7	14.1	-1.3	-2.6	-1.8	-5.4	-1.4	-5.6	.
CN(C)S(=O)(=O)c1cccc(NC(=O)CCCc2nc3ccccc3c(=O)[nH]2)c1	.	-16.6	-5.2	-5.6	9.4	.	3.8	-4.8	-1.8	-5.4
O=C(Nc1ccc(S(=O)(=O)N2CCCC2)cc1)c1cccs1	25.2	-6.8	3.5	-0.6	-4.6	-0.4	1.0	-0.6	-1.6	2.0&-13.6
Cc1ccccc1SCCNC(=O)c1ccccc1Br	-11.2	-3.4	-7.9	0.1	-6.3	5.3	3.3	-4.2	-1.7	-1.7
CC(NC(=O)CSc1nnnn1C1CC1)c1ccccc1Br (centres undefined)	.	0.6	4.8	4.7	-2.5	.	10.5	0.5	12.5	-11.1
Cc1ccc(C(=O)COC(=O)CNC(=O)c2ccco2)cc1	21.4	-1.5	1.4	-1.0	3.6	-1.2	-5.4	5.1	1.0	-19.0
CC(C)c1c(CN(C)C(C)Cc2ccccc2)n(C)n(-c2ccccc2)c1=O (centres undefined)	.	0.0	3.8	-0.6	6.0	.	3.5	5.3	-1.2	-3.8
O=[N+]([O-])c1ccc(OCCCCN2CCc3ccccc3C2)cc1	30.4	-18.9	-14.2	-2.6	3.9	0.1	1.9	1.1	-21.9	2.6
S=c1[nH]nc(-c2ccco2)n1/N=C/c1ccc(Cl)c(Cl)c1	-21.1	1.6	1.3	0.5	0.4	3.9	-7.8	-3.0	-0.8	.
O=c1ccnc(SCCc2ccc([N+](=O)[O-])cc2)[nH]1	.	-8.8	-2.1	-0.9	-1.8	.	-11.2	1.6	-2.0	-5.6
Cc1c(Cl)c([N+](=O)[O-])nn1CC(=O)N1CCCc2ccccc21	-5.5	-4.5	-5.1	-1.0	-3.4	0.3	-1.6	-12.0	0.4	5.1
O=C(CN1CCOCC1)NNc1c2ccccc2nc2ccccc12	-12.8	4.2	-12.1	1.0	-3.5	3.4	-11.6	13.7	0.7	-1.5
CCCCCNCC(=O)Nc1cc(C(F)(F)F)ccc1OCCOC	-0.6	11.2	15.8	0.4	-1.5	2.0	-5.7	6.0	0.0	-9.3
O=C(NC(=C(Cl)Cl)P(=O)(c1ccccc1)c1ccccc1)c1ccccc1	7.8	-0.8	-1.9	0.1	-2.3	2.4	-3.5	4.6	-1.1	-7.6
CCOc1ccc(S(=O)(=O)N2CCCCC2)cc1NC(=O)c1c(CC)noc1C	.	2.0	-4.2	1.6	-2.0	.	-1.7	0.3	5.3	7.9
Cc1c(C)c2c(OCC(=O)Nc3ccc(CCO)cc3)cc3c(c2oc1=O)CCC(C)(C)O3	12.5	-12.5	-93.9	-1.0	-55.5	-2.5	4.6	-6.6	1.0	8.7
Cc1cc(S(=O)(=O)NC2CCCC2)ccc1-n1cnnn1	6.7	1.4	-0.8	2.2	0.9	-0.1	4.9	5.9	35.6*	-5.5
CCOc1ccc(NC(=O)C2CCCN(c3cnccn3)C2)cc1 (centres undefined)	-9.0	.	-8.2	.	-2.7	-0.6	5.9	4.7	.	4.2
COc1ccccc1NC(=O)C1CCCN(S(=O)(=O)c2ccc(-n3cnnn3)cc2)C1 (centres undefined)	24.1	-14.6	4.6	-3.3	-1.2	3.3	-5.0	-5.0	1.3	7.1
CC1COC(=C2C(=O)OCC2C)C1 (centres undefined)	.	-4.1	4.0	-0.3	.	.	-2.6	4.4	-7.2	.
CCOC(=S)SCC(=O)Nc1nccs1	5.2	-1.6	0.5	-0.7	-6.1	4.8	0.8	5.0	-2.3	0.9
CC1=C(C(=O)N(C(C)C)C(C)C)CC(CC(=O)NC2CCCC2)C(=O)N1CCCN1CCCC1=O (centres undefined)	.	-4.7	-7.8	-1.0	.	.	-5.9	.	-6.5	.
COc1cccc(/C=N/NC(=O)c2cc3c(OC)cccc3[nH]2)c1OC	20.8	-2.3	21.2	-0.8	-7.3	-1.9	-6.9	12.1	0.6	.
CCn1cc(C(=O)NCc2ccco2)c(=O)c2cc(S(=O)(=O)N3CCCCCC3)ccc21	-0.7	0.3	-1.6	?	-11.8	1.1	-2.0	-3.1	-4.1	-0.5
C[C@H]1CN([C@@H](C)CO)C(=O)c2cc(Br)cnc2O[C@H]1CN(C)S(=O)(=O)c1ccccc1F	.	8.4	-0.6	-0.3	.	.	-3.1	3.2	3.5	.
CCc1nc2ccc(C(=O)NCCCN3CCN(c4ccccc4F)CC3)cc2nc1CC	-7.6	7.2	24.5	0.6	-2.9	-0.6	-10.1	1.6	-8.4	13.1
CCn1cc(/C=N\NC(=O)Cc2ccc([N+](=O)[O-])cc2)c(C)n1	-1.5	-3.8	-5.0	-0.3	-6.4	-0.1	-5.6	0.4	-0.9	.
CN(C)S(=O)(=O)c1cccc(C(=O)NC(=S)N(CCC#N)Cc2cccnc2)c1	12.4	-0.2	-12.8	-0.2	-2.9	4.0	-5.0	10.2	0.1	7.7
COCCn1c(SCc2nc3cc(OC)c(OC)cc3c(=O)[nH]2)nnc1-c1ccncc1	30.1	-0.1	-3.1	0.0	-0.7	-1.7	0.7	-1.2	0.5	0.2
O=C(NNc1nc2ccccc2s1)c1ccc(F)cc1	-0.8	7.6	6.1	1.8	-3.2	-4.0	-3.7	-0.4	1.8	2.7
COc1ccc(NC(=O)CSc2nnc(-c3ccco3)c(-c3ccco3)n2)cc1OC	25.5	-31.8	14.3	-0.8	0.8	7.7	-30.6	-19.2	14.2	-3.7
O=C(CCc1nnc2n(Cc3ccccc3)c(=O)c3ccccc3n12)NCCCN1CCCCC1	20.4	4.1	14.1	0.7	-1.0	-1.6	3.9	11.9	-1.2	-5.5

Some of these compounds in order of count of non-hydrogen atoms, rising.
SMILES	DUSP3 inh	BoNT F protease	CCHF vOTU inh	BoNT A protease	Rv3671c inh	SARS 3CLpro inh	PrPC surface inh	MazF activator	Anthrax LF inh2	PriA SSB inh
CC1COC(=C2C(=O)OCC2C)C1 (centres undefined)	.	-4.1	4.0	-0.3	.	.	-2.6	4.4	-7.2	.
O=C(NNc1nc2ccccc2s1)c1ccc(F)cc1	-0.8	7.6	6.1	1.8	-3.2	-4.0	-3.7	-0.4	1.8	2.7
O=C(NC(=C(Cl)Cl)P(=O)(c1ccccc1)c1ccccc1)c1ccccc1	7.8	-0.8	-1.9	0.1	-2.3	2.4	-3.5	4.6	-1.1	-7.6
CN(C)S(=O)(=O)c1cccc(C(=O)NC(=S)N(CCC#N)Cc2cccnc2)c1	12.4	-0.2	-12.8	-0.2	-2.9	4.0	-5.0	10.2	0.1	7.7
COc1ccccc1NC(=O)C1CCCN(S(=O)(=O)c2ccc(-n3cnnn3)cc2)C1 (centres undefined)	24.1	-14.6	4.6	-3.3	-1.2	3.3	-5.0	-5.0	1.3	7.1
CCn1cc(C(=O)NCc2ccco2)c(=O)c2cc(S(=O)(=O)N3CCCCCC3)ccc21	-0.7	0.3	-1.6	?	-11.8	1.1	-2.0	-3.1	-4.1	-0.5
CCc1nc2ccc(C(=O)NCCCN3CCN(c4ccccc4F)CC3)cc2nc1CC	-7.6	7.2	24.5	0.6	-2.9	-0.6	-10.1	1.6	-8.4	13.1
CC1=C(C(=O)N(C(C)C)C(C)C)CC(CC(=O)NC2CCCC2)C(=O)N1CCCN1CCCC1=O (centres undefined)	.	-4.7	-7.8	-1.0	.	.	-5.9	.	-6.5	.

Next compounds follow:
SMILES	DUSP3 inh	BoNT F protease	CCHF vOTU inh	BoNT A protease	Rv3671c inh	SARS 3CLpro inh	PrPC surface inh	MazF activator	Anthrax LF inh2	PriA SSB inh
CNC(=O)c1sc(Nc2cc(C)ccc2C)nc1C	-13.9	-11.3	14.9	-2.1	10.3	1.9	8.4	0.5	-0.1	-1.0
ONC(=Nc1ccc(Cl)cc1)c1ccccc1	-0.1	1.1	-8.0	1.3	-5.0	-0.3	4.5	3.0	-2.4	-17.3
O=[N+]([O-])c1ccc(COc2cccc3cccnc23)cc1	.	-4.1	16.6	2.9	-5.5	5.0	-31.4	7.8	2.5	8.7
Cc1cc(NC(=O)COC(=O)c2c(Cl)cccc2Cl)no1	.	-3.4	-4.3	3.1	1.2	.	-5.0	-7.9	-0.1	-3.1
COCCNC(=O)c1cnn2c(C(F)F)cc(-c3ccc(C)cc3)nc12	6.9	-2.1	-5.8	-0.6	-1.9	5.7	6.6	5.7	0.9	-7.3
COc1ccc(CN2CCN(c3ccccc3)CC2)c(C)c1C	6.5	-5.9	11.2	?	6.5	0.7	-2.1	-9.3	-1.1	-4.1
COc1ccc(C(=O)CSc2n[nH]c(=O)[nH]c2=O)cc1	11.9	4.9	-7.2	0.3	9.0	1.4	0.6	8.4	1.9	7.4
Cc1ccc(C2=CSC3=NS(=O)(=O)CCN23)cc1C	39.6	1.7	-1.0	-0.4	5.5	-4.5	2.3	1.0	3.7	-7.8
Cc1ccc(-n2nnnc2CNC(=O)C2CC(=O)N(c3ccccc3)C2)cc1C (centres undefined)	14.2	12.4	25.3	3.0	-6.4	-0.8	4.1	13.3	3.1	3.8
CN(C)C(CNS(=O)(=O)c1ccc(Br)cc1)c1cccnc1 (centres undefined)	7.5	-14.8	0.8	0.2	1.8	3.0	-4.4	1.7	-2.4	-3.6
O=C(OCC(=O)N1CCN(C(=O)c2ccco2)CC1)c1cc(=O)c2ccccc2o1	29.0	-12.4	12.1	-1.3	-3.4	2.4	1.3	7.4	2.8	-10.3
CCc1nc2ccc(C(=O)NCCCN3CCCC3=O)cn2c1N(CCC(C)C)CCN(C)C	.	5.9	15.5	0.1	.	.	1.9	.	-3.9	.
NCCCCCNC(=O)c1nc[nH]c1C(=O)NCC(=O)OCc1ccccc1	.	-0.2	11.3	1.0	-7.0	.	1.7	6.2	-2.2	-1.6
CC(C)(C)C(=O)NC(=S)NCc1ccccc1	-18.0	-3.0	-1.5	1.1	-1.5	-0.9	-2.2	2.9	1.0	-5.3
CCCn1c2ccccc2c2cnn(CC(=O)N(CC)CC)c(=O)c21	14.8	1.7	13.2	-2.9	4.3	2.0	-2.9	4.9	-4.2	-9.6
Cc1cccc(OCCSc2nc(N)cc(N)n2)c1	9.5	-3.3	-4.0	-0.4	-2.3	7.5	-3.3	11.0	-3.4	1.9
CN(N=Cc1ccccc1)C(=S)Nc1ccccc1	.	4.4	7.2	0.5	.	.	5.7	11.7	-2.2	.
